Source: PubChem BioAssay
F508del corr: F508del CFTR correction, initial screen, CFBE line, single point | AID 720511, 2013 | hit rate 0.36% among 350,000 | CFBE cells, YFP halide quenching; stimulated with forskolin plus potentiator P3; % fluorescence drop versus neutral controls | activity (quench increase), % at 7.58 µM;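 active means mean added fluorescence quench of at least 8% versus neutral control, with both replicates also reaching 8%; inconclusive means only one of the mean or replicate conditions met; inactive means mean below 8% and not both replicates reaching 8%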;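 further: cells transiently co-express mutant CFTR-F508del with the halide-sensitive YFP; corrector assay measuring rescue of mutant channel to the surface after 24 h compound exposure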
INS-1E GSIS act: GLuc luminescence reporter in INS-1E cells, primary screen for activators of glucose-dependent secretion of insulin | AID 743287, 2014 | INS-1E GLuc reporter insulin secretion, 2-3 h | activation, % at 16.6 µM | hit rate 0.61% among 370,000;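 active means lowest replicate activation of at least 40%, so every replicate reaches that level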;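 further: 0% = median of neutral control wells and 100% = median of IBMX positive control wells; some compounds called inactive have numbers as strong as hits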
XiGFP reactiv: activators of inactive X chromosome reactivation, primary screen, imaging, XiGFP fibroblasts, GFP high-content imaging, set 2. XiGFP mouse fibroblasts, % GFP-positive cells imaging, 3 d; cells co-treated with 5-aza-dC sensitizer; scaled so ellipticine positive control = 100%. hit rate 0.055% among 360,000. activation, % at 7.58 µM;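 active means mean normalized replicate activation at least 10% and every replicate at or above 10%; inconclusive means only one of the two criteria met; inactive means mean below 10% and not all replicates reach 10%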;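 further: 0% = median of on-plate neutral control wells and 100% = ellipticine 6 µM median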
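Assay system – SV40-immortalized XiGFP fibroblast cells, line 68-5-11 · Buffer or medium – DMEM supplemented with 5-aza-dC as sensitizing agent · Dosing – one concentration, pinned · Benchmarks – positive control ellipticine, 6 µM final · Times – 3 days compound exposure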
ARNT-TACC3 inh: disruptors of ARNT/TACC3 protein interaction, primary screen, biochemical, AlphaScreen, single concentration; Transforming acidic coiled-coil-containing protein 3 (Homo sapiens), Q9Y6A5; AlphaScreen His-ARNT PAS-B/GST-TACC3 binding, luminescence; TACC3 fragment carries E629A point mutation; inhibition, % at 9.99 µM; hit rate 0.66% among 390,000; AID 623870, 2012;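 active means mean inhibition of replicates at least 50% and at least half of replicates each reaching 50%; inconclusive means half or more replicates reach 50% but mean below 50%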;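 further: 0% = complete ARNT plus TACC3 wells and 100% = ARNT alone without TACC3; many hits fall short of the cut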
DENV2 CPE: inhibitors of DENV2 cytopathic effect, primary screen, cell-based, plate reader, single concentration; AID 651640, 2012; hit rate 1.7% among 350,000; CPE inhibition, % at 9.99 µM; DENV2-infected cells, cytopathic effect rescue; in the data active means CPE inhibition above about 20%, passing the limit was not always enough; inconclusive means no clear call, values can overlap the other calls; tested in BHK-21 cells;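 further: 0% = median of neutral control wells and 100% = median of positive control wells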
ERp5 inh: inhibitors of ERp5-driven insulin aggregation, primary screen, biochemical, turbidity, absorbance 650 nm, single point. Protein disulfide-isomerase A6 (Homo sapiens), Q15084. 90 min. inhibition, % at 9.99 µM. hit rate 0.05% among 350,000. AID 651711, 2012;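 active means mean replicate inhibition above about 25%, with every replicate also reaching it, limit read from the data, passing the limit was not always enough; inconclusive means only one of those two criteria met; inactive means neither criterion met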
Target sequence (Q15084 whole entry, looked up): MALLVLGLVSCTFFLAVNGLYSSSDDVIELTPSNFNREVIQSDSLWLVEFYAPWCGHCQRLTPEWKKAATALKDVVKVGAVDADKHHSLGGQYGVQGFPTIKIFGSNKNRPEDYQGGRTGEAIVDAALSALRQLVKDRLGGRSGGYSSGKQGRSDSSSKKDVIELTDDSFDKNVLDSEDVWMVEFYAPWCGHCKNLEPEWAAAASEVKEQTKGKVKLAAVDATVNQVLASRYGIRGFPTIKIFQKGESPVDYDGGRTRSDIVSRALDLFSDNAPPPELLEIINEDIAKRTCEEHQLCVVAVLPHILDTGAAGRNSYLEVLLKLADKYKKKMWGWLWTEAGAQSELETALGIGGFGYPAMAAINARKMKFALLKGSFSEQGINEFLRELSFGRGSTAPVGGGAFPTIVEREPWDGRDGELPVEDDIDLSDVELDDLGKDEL
PAX8 inh HTS: inhibitors of PAX8-driven TPO luciferase reporter, primary screen, RMG-I cells, single concentration; SteadyGlo, 24 h; inhibition, % at 12.6 µM; hit rate 1.2% among 360,000; AID 652154, 2013;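 active means mean replicate inhibition at least 60% with every replicate also reaching 60%; inconclusive means only one of the two criteria is met; inactive means mean below 60% and not all replicates reaching 60%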;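 further: luciferase light reporting Pax8 driven TPO promoter activity; plate controls were median of neutral control wells for no effect and mitoxantrone controls for full effect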
EWS-Fli block: EWS/Fli-driven NR0B1 reporter inhibitors, primary screen, A673 cells, NR0B1 luciferase, luminescence, MLPCN library | viability-normalised | hit rate 0.67% among 350,000 | inhibition, % at 12.6 µM;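 active means mean inhibition of at least 50% after viability correction, with every replicate also passing that limit; inconclusive means mean reaches 50% but only one of two replicates passes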;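 further: firefly luciferase signal divided by Alamar Blue viability fluorescence both relative to DMSO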
* = called active by the depositor; ? = inconclusive; nt = not tested or not shown; & = joins results of further samples.

SMILES | F508del corr | INS-1E GSIS act | XiGFP reactiv | ARNT-TACC3 inh | DENV2 CPE | ERp5 inh | PAX8 inh HTS | EWS-Fli block
C[C@H](CO)N1C[C@H](C)[C@@H](CN(C)CC2CCCC2)Oc2ncc(C#Cc3ccncc3)cc2C1=O | 1.8 | 2 | 0.0 | -9 | -15 | -6 | -2 | 2
C[C@H](CO)N1C[C@H](C)[C@@H](CN(C)C(=O)C2CCCCC2)Oc2cc(-c3ccc(C(=O)N(C)C)cc3)ccc2S1(=O)=O | -3.3 | -20 | 0.4 | 16 | -7 | 2 | nt | -7
CC1(C(=O)Nc2ccc(Cl)c(Cl)c2)CCN1CCc1ccccc1 (stereo not drawn) | 0.7 | 0 | 0.4 | nt | -1 | 7 | 3 | 7
COC1=C(Nc2ccccc2OC)C(=O)c2ccccc2C1=O | 1.9 | 4 | 0.2 | 37 | -3 | 1 | 10 | -17
N#CC1(NC(=O)COC(=O)c2nc(Cl)ccc2Cl)CCCCC1 | 0.3 | 6 | -0.1 | -8 | 4 | 2 | 8 | 3
CC(=O)N(C)C[C@@H]1Oc2ncc(-c3ccc(C(=O)N(C)C)cc3)cc2C(=O)N([C@@H](C)CO)C[C@H]1C | 0.0 | 24 | -0.3 | -9 | 13 | -6 | 4 | -22
Cc1nn(CC(=O)NCCCN2CCCC2)c(=O)c2nn(-c3ccccc3)c(C)c12 | -0.8 | -14 | 0.0 | 0 | -1 | 3 | 3 | 1
CCCCn1nnnc1C(c1ccccc1)N1CCN(C(=O)c2ccco2)CC1 (stereo not drawn) | 1.2 | -1 | -0.1 | nt | -13 | 1 | 2 | -6
CN(CCCNC(=O)Cn1c(=O)c2cccn2c2ccccc21)Cc1ccccc1 | 0.6 | 10 | -0.1 | 3 | -3 | nt | 2 | nt
CC(C)CN1C(=O)C(=O)N(CC(=O)c2ccc[nH]2)C1=O | 2.4 | 22 | 0.5 | 12 | -2 | 1 | nt | -6
CC1CCCCC1NC(=O)CSc1nnc(CC(=O)Nc2ccccc2F)n1C (stereo not drawn) | -0.8 | 2 | 0.1 | -4 | 9 | 3 | 12 | -16
C[C@@H]1CN([C@@H](C)CO)C(=O)c2cccc(NS(C)(=O)=O)c2O[C@H]1CN(C)C(=O)Nc1cccc2ccccc12 | 1.5 | 6 | 0.1 | nt | 2 | -2 | 17 | nt
O=C(NCCc1nc2ccccc2[nH]1)c1ccc(Cl)c([N+](=O)[O-])c1 | nt | -34 | 0.5 | 6 | 13 | 0 | 23 | 12
O=C(CCCCCCCCC(=O)N/N=C/c1ccco1)N/N=C/c1ccco1 | -2.6 | -5 | 0.0 | 29 | 3 | -1 | 16 | 2
C[C@H](CO)N1C[C@H](C)[C@H](CN(C)C(=O)Nc2ccc3c(c2)OCO3)Oc2ccc(NC(=O)Nc3ccc4c(c3)OCO4)cc2C1=O | 0.1 | -10 | 0.7 | 11 | -13 | 0 | -12 | -6
C[C@H]1CN([C@@H](C)CO)C(=O)CCCn2cc(nn2)CO[C@@H]1CN(C)S(=O)(=O)c1ccc(F)cc1 | 1.4&0.4&-2.4 | 10 | -0.4&0.3 | -1&-5 | 1&0&-6 | -2&-1&0 | -1&3 | 11&-4&-2
Cc1c(NC(=O)CNCc2ccc3c(c2)OCO3)c(=O)n(-c2ccccc2)n1C | -0.8 | -8 | -0.3 | 5 | 4 | 0 | 16 | 1
CCN1CCN(S(=O)(=O)c2ccc(Cl)c(C(=O)Nc3nnc(C)s3)c2)CC1 | 1.0 | 6 | 0.0 | -3 | 15 | -6 | -1 | -4
C=CCn1c(-c2ccc([N+](=O)[O-])cc2)n[nH]c1=S | nt | 14 | -0.1 | -17 | nt | nt | 7 | nt
CC(C)NC(=O)N1CCCCN2[C@H](C1)[C@H](c1ccc(Br)cc1)[C@@H]2CO | 4.5 | 12 | 0.3 | -3 | -9 | 0 | 11 | -5
CC1CC1C(=O)OCC(=O)Nc1ccccc1Oc1ccccc1 (stereo not drawn) | 0.4 | -1 | 0.4 | -8 | 6 | 1 | 19 | 7
O=C(C[C@@H]1C=C[C@@H](NS(=O)(=O)c2ccccc2)[C@@H](CO)O1)NCc1ccccc1F | -1.3 | 2 | 0.2 | -2 | -5 | -1 | -14 | -1
CC(/C=N/NC(=O)c1ccc2nc(C)[nH]c2c1)=C\c1ccccc1 | nt | 3 | 0.1 | -1 | nt | nt | 29 | nt
CSCC[C@H](NC(=O)c1ccc(Cl)c([N+](=O)[O-])c1)c1nc2ccccc2[nH]1 | nt | -26 | 0.0 | 35 | nt | nt | 21 | nt
COC(=O)C1=C(C)N(Cc2ccc(C(F)(F)F)cc2)C(=NCc2ccc(OC)cc2)NC1c1ccccc1 (stereo not drawn) | 3.1 | nt | -0.2 | nt | ? | 2 | -57 | -17
CCCNC(=O)Nc1ccc2c(c1)C(=O)N(C)C[C@@H](OC)[C@@H](C)CN(C)[C@@H](C)CO2 | -2.7 | 13 | 0.4 | 1 | -8 | -1 | nt | -2
CO[C@@H]1CN(C)C(=O)c2cc(NC(=O)Nc3ccccc3F)ccc2OC[C@@H](C)N(Cc2ccccc2F)C[C@H]1C | 0.3 | -4 | -0.2 | nt | nt | nt | nt | 6
O=C(O)[C@@H]1[C@@H](CO)[C@@H]2Cn3c(ccc(-c4ccc(F)cc4)c3=O)[C@@H]2N1CCc1ccccc1 | nt | 4 | 0.0 | -2 | -8 | 2 | nt | -3
Cc1ccc(-c2noc(CCC(=O)NC3CCCC3)n2)cc1 | -0.8 | -4 | 0.0 | -3 | 8 | -7 | -14 | -12
C=CCSc1cc(C)nc2c(-c3ccccc3)c(C)nn12 | -1.7 | 3 | 0.0 | 11 | 3 | -1 | -34 | -5
O=C(N/N=C\c1ccc(CNS(=O)(=O)c2ccccc2)o1)C(=O)Nc1ccc(F)cc1 | nt | 16 | -0.2 | -1 | 5 | 1 | -7 | 1
O=C(NCCOc1ccccc1)C1CCC(=O)N(CCc2ccccn2)C1 (stereo not drawn) | -0.8 | 10 | 0.1 | -1 | 2 | 2 | -3 | nt
CN(C)/C=C1\SC(=S)N(c2ccc(F)cc2)C1=O | -0.2 | 1 | 0.1 | 14 | -6 | 1 | -16 | -14
C[C@@H]1CN([C@H](C)CO)C(=O)CCCn2nncc2CO[C@@H]1CN(C)C | 1.6 | -10 | -0.2 | 1 | 1 | 5 | nt | 0
CCOc1ccc(NC(=O)CN(C)C(=O)c2c(C)nn(-c3ccccc3)c2Cl)cc1OCC | 1.2 | -4 | -0.1 | -4 | 15 | 2 | 17 | 7
CCN1[C@@H]2c3ccc(-c4ccc(OC)cc4)c(=O)n3C[C@@H]2[C@@H](CO)[C@@H]1C(=O)NC1CCC1 | -0.8 | 3 | 0.4 | 5 | -11 | 21 | 10 | 2

Full records, looked up by structure. Order of values: F508del corr, INS-1E GSIS act, XiGFP reactiv, ARNT-TACC3 inh, DENV2 CPE, ERp5 inh, PAX8 inh HTS, EWS-Fli block
Record of CC(C)CN1C(=O)C(=O)N(CC(=O)c2ccc[nH]2)C1=O → 2.4, 22, 0.5, 12, -2, 1, nt, -6
Record of C[C@H](CO)N1C[C@H](C)[C@@H](CN(C)CC2CCCC2)Oc2ncc(C#Cc3ccncc3)cc2C1=O → 1.8, 2, 0.0, -9, -15, -6, -2, 2
Record of CO[C@@H]1CN(C)C(=O)c2cc(NC(=O)Nc3ccccc3F)ccc2OC[C@@H](C)N(Cc2ccccc2F)C[C@H]1C → 0.3, -4, -0.2, nt, nt, nt, nt, 6
Record of O=C(O)[C@@H]1[C@@H](CO)[C@@H]2Cn3c(ccc(-c4ccc(F)cc4)c3=O)[C@@H]2N1CCc1ccccc1 → nt, 4, 0.0, -2, -8, 2, nt, -3
Record of O=C(CCCCCCCCC(=O)N/N=C/c1ccco1)N/N=C/c1ccco1 → -2.6, -5, 0.0, 29, 3, -1, 16, 2

Other results
SMILES | F508del corr | INS-1E GSIS act | XiGFP reactiv | ARNT-TACC3 inh | DENV2 CPE | ERp5 inh | PAX8 inh HTS | EWS-Fli block
COc1ccccc1C(=O)NCC(=O)OCC(=O)N(CC(C)C)c1c(N)n(Cc2ccccc2)c(=O)[nH]c1=O | 0.0 | -1 | 0.0 | 35 | -2 | 2 | 4 | -5
Cc1ccccc1C(=O)NC1CCN(CC(=O)NCc2cccs2)CC1 | -0.1 | -8 | 0.4 | -2 | 3 | -3 | -12 | 6
COc1ccc(-c2cc(-c3n[nH]c(=S)n3-c3ccccc3Cl)[nH]n2)cc1 | nt | -4 | 0.1 | nt | 3 | 2 | -9 | 9
COc1cc(C2CC(c3ccccc3)=NN2c2ccccc2)ccc1OCC(=O)O (stereo not drawn) | 0.9 | 2 | 0.2 | -15 | 8 | 5 | -20 | 4
CC1(c2ccccc2Cl)NC(=O)N(CC(=O)N2CCc3ccccc32)C1=O (stereo not drawn) | -3.4 | nt | -0.1 | -6 | ? | -9 | 18 | 5
CC(C)n1cc(CN2CCCC(C(=O)Nc3cccc(-c4cc5ccccc5[nH]4)c3)C2)cn1 (stereo not drawn) | -0.2 | -32 | 0.3 | nt | -3 | 4 | 28 | 25
COc1ccc(S(=O)(=O)N2CCC(C(=O)NCCCN3CCOCC3)CC2)cc1 | -2.2 | 1 | -0.1 | -30 | ? | 5 | -4 | nt
Cc1cc(C)nc(-n2nc(C)c3c(C(=O)O)cc(-c4cccc(Br)c4)nc32)n1 | -0.7 | 10 | 0.0 | -3 | 0 | 7 | 1 | -2
COc1cc2c(cc1OC)CN(CC(=O)Nc1ccccc1C(=O)NC1CC1)CC2 | -1.9 | 6 | 0.0 | -2 | 0 | -3 | 1 | 9
Cc1cc2oc(=O)c(CC(=O)NCCCO)c(C)c2c2occ(C(C)(C)C)c12 | 0.5 | -32 | 0.1 | 0 | 0 | -3 | -18 | -30
CCOC(=O)C1=C(C(=O)OCC)C2N(Cc3ccc(C#N)cc3)c3ccccc3[C@@]23C[C@@H](C(=O)OC)N(S(=O)(=O)c2ccc(OC)cc2)C3=N1 (stereo partly drawn) | -1.0 | 23 | -0.2 | nt | -18 | 3 | -3 | -10
COc1cc(OC)c(S(=O)(=O)Nc2ccccc2N2CCOCC2)cc1NC(C)=O | -1.9 | 12 | -0.1 | -5 | -7 | -5 | 5 | -7
Cc1cc(OCC(O)CN2CCN(c3ccccn3)CC2)cc(C)c1Cl (stereo not drawn) | -0.5 | 38 | 0.0 | 1 | -4 | 3 | -5 | 6
COc1cc(OC)cc(-c2c(-c3cccs3)c3cc(-c4ccc(C(N)=O)cc4)ccc3n2C)c1 | -0.1 | 2 | 0.0 | 1 | nt | nt | -26 | -66
COCC(=O)N(C)C[C@H]1Oc2cc(-c3cncnc3)ccc2S(=O)(=O)N([C@@H](C)CO)C[C@@H]1C | 3.6 | 14 | -0.2 | -10 | -3 | 9 | nt | -4
COc1ccc2c3c(n(C)c2c1)[C@H](CO)N(Cc1cccnc1)CC31CN(Cc2cccnc2)C1 | 2.2 | -13 | 0.2 | nt | -1 | -1 | nt | 0

Hits appear at their usual frequency; overall some 4.2% were active at least once.
